FBPA coupling cs: qHTS Assay for Inhibitors of Fructose-1,6-bisphosphate Aldolase from Giardia Lamblia: Coupling assay counterscreen; coupling enzyme system counterscreen, AmpLite Red fluorescence; activity change, negative = inhibition, % at 58.2 µM, hits read low; 290,000 tested, 0.67% active; AID 2472, 2010; in the data active means activity change below about -30%; further: on the % scale 0 is the no-effect control and ±100 the full control effect
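Coupling enzymes only (glyceraldehyde-3-phosphate) + compound, at 57.5 uM final, 10 min RT; add substrate/coupling/AmpLite Red mix, 20 min RT; fluorescence ex 525/em 598 nm. Actives flag coupling-system interference.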
ASM inhibitor: Inhibitors of Secretory Acid Sphingomyelinase (S-ASM): qHTS; Sphingomyelin phosphodiesterase (Homo sapiens), P17405; placental ASM, HMU-PC fluorogenic substrate, 60 min; Potency, µM (series often up to 57.5 µM), without a hit: at the highest dose activity change, negative = inhibition, actives largely listed as inhibitors; 340,000 tested, 0.006% active; further: potency means the concentration at half of the fitted maximal effect
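Fluorogenic HMU-PC substrate (9 uM final) is turned over by placental ASM in 60 min at 37 C after a 10 min compound preincubation. Reaction ended by alkaline stop (pH 10), with fluorescence read at 386/447 nm.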
PKM2 act: qHTS Assay for Activators of Human Muscle isoform 2 Pyruvate Kinase; Pyruvate kinase PKM (Homo sapiens), P14618; purified PKM2, Kinase-Glo ATP luminescence, activation; response scale: 0% is enzyme alone, no compound; Potency, µM (top dose mostly 57.5 µM), without a hit: top-dose activation, hits mostly activators; 260,000 tested, 0.34% active; AID 1631, 2009; further: potency means the concentration at half of the fitted maximal effect; on the % scale 0 is the no-effect control and ±100 the full control effect; nearly all actives have a fitted effect of over 55% in size
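hPK-M2, >95% pure; 0.1 mM ADP / 0.5 mM PEP final; imidazole pH7.2 buffer w/ 7 mM MgCl2, 50 mM KCl; 1 h RT; Kinase-Glo lum. Intermediate enzyme activity for dual inhibitor/activator qHTS.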
a7 integrin act: qHTS for Activators of Integrin-Mediated Alleviation for Muscular Dystrophy. alpha7betagal myoblasts, beta-gal FDG fluorescence, 48 h. Potency, µM (series often up to 38.3 µM), for the others: at the top dose activation, actives largely listed as activators. 350,000 tested, 0.064% active;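 further: potency means the concentration at half of the fitted maximal effect; 100% = response of the positive control SU9516; nearly all actives have a fitted effect of over 60% in size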
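Alpha7betagal+/- myoblasts (passage 13) were plated 16-24 hr, then exposed to compounds (1:260 dilution of DMSO stock) for 48 hours at 37C. After MPER lysis, β-galactosidase reporter activity was read as FDG fluorescence (ex 480/em 540) after 30 minutes.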
Menin MLL FP TR: qHTS Assay for Inhibitors Targeting the Menin-MLL Interaction in MLL Related Leukemias: Competition With Texas Red Labeled MLL-derived Mutant Peptide. Menin + Texas Red MLL mutant peptide, fluorescence polarization. 270,000 tested, 0.23% active. Potency, µM (series often up to 61.6 µM), for the others: top-dose FP activity change, negative = inhibition, hits mostly inhibitors. O00255; active means well fitted inhibition curve with a large enough effect in the polarisation, with a control signal flat, not every such curve was filed as active; inconclusive means small, poorly fitted or top-dose-only effect, or effect the other way, or a change in a side signal; inactive means no such curve, though single readings can be large or run the other way; the % refers to the polarisation; further: potency means the concentration at half of the fitted maximal effect; % of control where 0% means no effect; many of its hits are not listed in these tables
Target sequence (O00255 whole entry, looked up): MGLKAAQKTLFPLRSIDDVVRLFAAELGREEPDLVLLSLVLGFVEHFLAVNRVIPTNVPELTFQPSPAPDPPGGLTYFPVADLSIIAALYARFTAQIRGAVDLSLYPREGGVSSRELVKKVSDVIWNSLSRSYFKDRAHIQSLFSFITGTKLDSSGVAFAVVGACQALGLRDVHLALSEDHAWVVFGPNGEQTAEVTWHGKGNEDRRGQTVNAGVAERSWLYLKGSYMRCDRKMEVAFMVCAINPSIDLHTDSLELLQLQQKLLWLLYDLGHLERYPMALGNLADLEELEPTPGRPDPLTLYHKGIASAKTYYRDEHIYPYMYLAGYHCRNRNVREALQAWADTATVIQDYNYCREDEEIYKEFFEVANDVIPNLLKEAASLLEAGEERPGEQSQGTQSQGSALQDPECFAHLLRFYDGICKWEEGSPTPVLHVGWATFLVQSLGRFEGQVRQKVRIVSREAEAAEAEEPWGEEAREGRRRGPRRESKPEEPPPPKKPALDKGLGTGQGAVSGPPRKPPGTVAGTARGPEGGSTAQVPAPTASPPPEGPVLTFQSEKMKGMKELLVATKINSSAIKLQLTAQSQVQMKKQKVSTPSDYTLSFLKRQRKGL
Tb PFK block: qHTS Assay to Find Inhibitors of T. brucei phosphofructokinase. ATP-dependent 6-phosphofructokinase (Trypanosoma brucei brucei), O15648. T. brucei PFK, ADP-Glo luminescence. Potency, µM (top dose mostly 57.5 µM), inactives show at the highest dose activity, negative = inhibition, actives largely listed as inhibitors. 330,000 tested, 0.17% active;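 further: potency means the concentration at half of the fitted maximal effect; 0% = uninhibited 1x PFK enzyme wells and -100% = no-enzyme wells; nearly all actives have a fitted effect of over 60% in size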
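PFK 1.25 nM, F6P 0.5 mM, ATP 0.1 mM, 0.1 M TEA pH 8.0, 5 mM MgCl2, 0.01% Tween20, 0.1% BSA; 45 min RT. ADP-Glo readout. qHTS titration up to 57 uM; curves fitted, compounds curve-classed.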
PTAP TSG101 blk: qHTS Assay for Iinhibitors of HIV-1 Budding by Blocking the Interaction of PTAP/TSG101; Potency, µM (titrated, usually from 115 µM), for the others: at the highest dose activity change, negative = inhibition, hits mostly inhibitors; 340,000 tested, under 10 active; Tumor susceptibility gene 101 protein (Homo sapiens), Q99816; Fluorescence polarization, FITC-PTAP peptide / Tsg101 binding; active means well fitted inhibition curve with a large enough effect in the main read-out, with a control signal flat, not every such curve was filed as active; inconclusive means small, poorly fitted or top-dose-only effect, or effect the other way, or a change in a side signal; inactive means no such curve, though single readings can be large or run the other way; further: potency means the concentration at half of the fitted maximal effect; % of control where 0% means no effect
Target sequence (Q99816 whole entry, looked up): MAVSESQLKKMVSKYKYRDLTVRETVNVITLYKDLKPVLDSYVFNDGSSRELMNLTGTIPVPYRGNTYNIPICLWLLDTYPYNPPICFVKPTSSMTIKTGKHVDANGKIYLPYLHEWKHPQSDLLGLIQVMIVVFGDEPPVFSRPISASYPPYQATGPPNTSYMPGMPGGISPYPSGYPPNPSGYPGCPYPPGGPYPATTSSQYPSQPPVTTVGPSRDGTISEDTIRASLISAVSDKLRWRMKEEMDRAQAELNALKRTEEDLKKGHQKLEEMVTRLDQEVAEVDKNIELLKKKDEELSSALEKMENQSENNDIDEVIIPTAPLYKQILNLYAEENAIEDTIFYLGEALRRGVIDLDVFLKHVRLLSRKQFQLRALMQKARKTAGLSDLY
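Steps: Tsg101 binding domain dispensed (10 uM final), compounds pinned in DMSO, FITC-labeled PTAP-motif peptide added (50 nM final); after 20 min binding at room temperature, polarization measured.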
Chronic BCR inh: qHTS Assay to Find Inhibitors of Chronic Active B-Cell Receptor Signaling; 340,000 tested, 0.05% active; Potency, µM (titrated, usually from 46.1 µM), for inactives: top-dose ratio change, negative = lower green/red ratio, most hits filed as inhibitors; AID 493014, 2011; ABC-DLBCL IkBa-CBG/CBR reporter, luminescence ratio, 4 h; active means well fitted inhibition curve with a large enough effect in the signal ratio, with a control signal flat, not every such curve was filed as active; inconclusive means small, poorly fitted or top-dose-only effect, or effect the other way, or a change in a side signal; the % refers to the signal ratio;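 further: potency means the concentration at half of the fitted maximal effect; plate controls were basal doxycycline-induced cells for no effect and cells given 10 µM MG132 for full effect; MG132 reads +100%, hits lower the ratio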
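Compounds up to 46 uM were incubated four hours with TMD8 cells whose green CBG68 luciferase is fused to IkappaBalpha; red CBR luminescence normalised the signal, and concentration-effect curves were fitted to fusion, red and ratio data.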
B2AR arrestin: qHTS assay of beta-arrestin-biased ligands of beta2-adrenergic receptor; Potency, µM (top dose mostly 46.1 µM), for inactives: at the highest dose activation, usual class: activators; Beta-2 adrenergic receptor (Homo sapiens), P07550; AID 492947, 2010; beta-arrestin recruitment to beta2AR, cell-based reporter; 330,000 tested, 0.02% active;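 further: potency means the concentration at half of the fitted maximal effect; 0% = DMSO controls and full agonism = EC100 isoproterenol or metaproterenol; nearly all actives have a fitted effect of over 65% in size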
GALK inh: qHTS Assay for Inhibitors of Human Galactokinase (GALK); Potency, µM (titrated, usually from 57.5 µM), for the others: top-dose activity change, negative = inhibition, usual class: inhibitors; Purified GALK, Kinase-Glo residual ATP luminescence; AID 1868, 2009; 270,000 tested, 0.007% active; further: potency means the concentration at half of the fitted maximal effect; on the % scale 0 is the no-effect control and ±100 the full control effect
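ATP-depletion format; final 35 uM ATP, 100 uM D-galactose, 5 nM enzyme; pH 8.0 HEPES/Mg2+ buffer; 60 min RT; luminescence read 10 min after detection reagent.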
Giardia killer: Small Molecules that selectively kill Giardia lamblia: qHTS. activity change, % at 7.66 µM, hits read low. Giardia lamblia trophozoite viability. AID 540267, 2011. 340,000 tested, 0.15% active; in the data active means activity change below about -80%; inconclusive means between about -30% and that limit;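 further: parasites exposed to compound for two days anaerobically before the ATP read; on the % scale 0 is the no-effect control and ±100 the full control effect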
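Giardia trophozoites, 100 cells per well, were exposed to compounds for 48 hrs at 37 deg C under anaerobic conditions; viability was then read as ATP content by bioluminescence after 15-30 min at room temperature.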
* marks the source's active call; other numbers are inactive results; ? = inconclusive; · = not tested or not shown; [ ] = dose if it differs, or a comment. Unless noted, the call rests on the fitted dose curve; in most records, active means well fitted curve in the direction sought with a large enough effect; inconclusive means small, poorly fitted or top-dose-only effect, or another doubt; inactive means no such curve, though single readings can be large; an effect the other way counts as inactive or inconclusive. These rows are one share of the data; the hit share may differ from the screen's.

SMILES	FBPA coupling cs	ASM inhibitor	PKM2 act	a7 integrin act	Menin MLL FP TR	Tb PFK block	PTAP TSG101 blk	Chronic BCR inh	B2AR arrestin	GALK inh	Giardia killer
CCCc1nn(C)c2c(=O)[nH]c(-c3cc(S(=O)(=O)N(CCO)CCO)ccc3OCC)nc12	6	1%	2%	-15%	·	1%	-1%	23%	-0.7%	1%	-12
CCOc1ccccc1NC(=O)NNS(=O)(=O)c1ccc([N+](=O)[O-])cc1	-1	0%	0%	15%	6%	-9%	-1%	?	0.2%	2%	-13
COc1cc(OC)c(C(=O)OCC(=O)N2CC(=O)Nc3ccccc32)cc1OC	3	-1%	2%	26%	-9%	-2%	-9%	?	0.0%	6%	0
CC(=O)c1ccc(NC(=O)CN2CCC(NC(=O)C3CCCCC3)CC2)cc1	1	1%	17%	5%	-13%	9%	-3%	?	-0.4%	2%	5
Fc1cccc(NC(=S)NNc2ccccc2)c1	-6	2%	·	-55%[inhibitor]	?	0%	-10%	?	-0.4%	0%	-10
Cc1ccc(NC(=O)CS(=O)CC(=O)N(CC(=O)NC2CCCC2)c2ccc3c(c2)OCCO3)cc1 (centres undefined)	6	-1%	3%	-29%	?	2%	-2%	2%	-0.4%	9%	-17
CCOc1ccc(C(=O)NCC(=O)OCC(=O)NC2CCCC2)cc1	1	0%	-2%	15%	1%	-1%	0%	-5%	-0.1%	8%	9
CCN(CC)CCc1c(C)[nH]c(C(=O)OCc2ccccc2)c1C	5	-1%	0%	-38%	-14%	2%	1%	0%	-0.7%	0%	2
Cn1c(CCN2CCCCC2)nc2cc(NC(=O)C3CCCCC3)ccc21	1	10%	-1%	-28%	3%	3%	-6%	?	0.0%	5%	2
O=c1[nH]c2c(c(=O)n1Cc1ccccc1)CCC2	1	1%	0%	-11%	·	-1%	-4%	5%	-0.3%	-2%	-23
CCCOCC1CC(CCc2nc(=S)[nH][nH]2)C(=O)O1 (centres undefined)	2	0%	-6%	16%	-2%	-1%	1%	3%	0.5%	0%	0
Cc1cc2cc(CNC(=O)C3CCCC3)ccc2n1C	-13	4%	5%	-11%	·	-2%	0%	?	0.8%	-3%	-26
COc1cccc(COC(=O)c2cc(=O)[nH]c3ccc(S(=O)(=O)N4CCOCC4)cc23)c1OC	·	57%[activator]	·	-4%	·	-13%	0%	1%	0.3%	·	0
Cc1onc(-c2ccccc2)c1C(=O)NCC1COc2ccccc2O1 (centres undefined)	6	1%	-5%	-5%[1.53 µM]	·	-1%	1%	1%	0.0%	-2%	11
COc1cc2c(cc1OC)CN(Cc1ccc(F)cc1)CC2	0	117%[activator]	·	20%	-5%	-5%	?	3%	-1.0%	·	12
O=C1Nc2ccccc2N(O)N1c1ccc(S(=O)(=O)Nc2ccccn2)cc1	3	4%	-5%	?	-8%	2%	-7%	4%	0.0%	-2%	-1
O=C(NN=C1CCC(c2ccccc2)CC1)c1ccccc1-n1cccc1 (centres undefined)	4	·	-2%	-3%	-14%	0%	-2%	-5%	-0.3%	1%	3
Clc1ccc(CSc2nnc(Cn3cnc4ccccc43)o2)cc1	-13	?	-9%	-6%	3%	-4%	-9%	?	-0.7%	0%	10
CC(C)CC(=O)N1CCN(Cc2cccc(F)c2)CC1	1	1%	0%	18%	-11%	0%	5%	1%	-0.2%	-4%	-3
Cc1ccc(NC(=O)CSc2nnc(NC(=O)C3CC3)s2)cc1	2	-1%	-10%	5%	20%	0%	·	2%	-0.3%	-4%	-17
CCCOc1ccc(Cc2c(COCC)[nH]c(=S)[nH]c2=O)cc1	4	-2%	2%	-4%	2%	-3%	-4%	0%	-0.5%	11%	15
Cc1ccc(/C=C2\SC(=S)N(/N=C/c3cc([N+](=O)[O-])ccc3O)C2=O)o1	-6	?	-2%	16%	?	-21%	-4%	?	0.0%	-12%	-4
COc1ccccc1CC(=O)Nc1sc2c(c1C(N)=O)CCCC2	1	-13%	15%	45%	?	1%	-5%	5%	-0.2%	9%	14
CCOC(=O)C1(Cc2ccccc2C)CCCN(C(=O)c2ccccn2)C1 (centres undefined)	-2	0%	-2%	1%	-16%	4%	-2%	3%	0.4%	1%	-11
COc1ccc(CCn2c(O)cc3nn(-c4nc5ccccc5s4)c(=O)c-3c2C)cc1	-8	-4%	7%	12%	·	16%	-4%	3%	-1.1%	-9%	-9
COc1ccccc1N1CCN(c2ncc(C(=O)N3CCN(c4cccc(Cl)c4)CC3)c3ccccc23)CC1	1	-1%	-3%	6%	-8%	5%	0%	10%	-0.1%	0%	4
CN1c2ccccc2Oc2nnc(N3CCN(Cc4ccccc4)CC3)cc21	0	352%[activator]	-9%	-35%	2%	-6%	-1%	14%	-0.4%	11%	-14
OCCN(CCO)c1ccc(C(c2ccccc2Cl)c2ccc(N(CCO)CCO)cc2Cl)c(Cl)c1	-1	-16%	-2%	-2%	?	-2%	-4%	?	-0.6%	-3%	9
C=CCn1c(O)c(N=Nc2ccccc2C)c2ccccc21	-8	2%	6%	-50%[inhibitor]	-12%	-4%	-2%	0%	5.5%	-2%	2
Cc1ccc(S(=O)(=O)CC(=O)Nc2ccc3nc(C)sc3c2)cc1	0	-1%	·	13%	12%	2%	-6%	-3%	0.2%	-5%	6
O=C(CNS(=O)(=O)c1ccc(Cl)cc1)N1CCN(c2ccc(F)cc2)CC1	·	-1%	·	3%	·	0%	-1%	-1%	0.1%	·	-22
Cc1ccc(-c2noc(CCC(=O)Nc3cccc(C#N)c3)n2)cc1	-7	-17%	7%	9%	?	3%	-2%	1%	0.2%	-1%	1
Cc1ccc(-c2csc(NC(=O)CCNC(=O)c3ccc(Cl)cc3)n2)cc1	2	2%	0%	19%	?	-4%	-3%	2%	-0.5%	-9%	-15
COCCn1c(=NC(=O)c2sc3ccccc3c2Cl)sc2cc(S(N)(=O)=O)ccc21	-1	·	9%	-21%	3%	3%	-6%	-6%	-0.2%	-3%	0
CS(=O)(=O)N(Cc1ccccc1Cl)c1ccc(C(=O)N2CCCC2)cc1	1	5%	4%	29%	-17%	1%	6%	?	-0.3%	·	1
O=C(c1ccc(Cl)cc1)N1CCOc2ccccc21	-4	2%	·	-45%	-17%	-8%	-8%	2%	0.3%	2%	-14
O=C(Nc1csc(Cc2c(Cl)cccc2Cl)n1)NN1CCOCC1	2	-1%	·	-18%	?	5%	1%	0%	-1.0%	1%	-2
CC(C)(C)c1cc(C(F)(F)F)n2ncc(-c3ccccc3)c2n1	2	-2%	-3%	-13%	-11%	-2%	0%	-1%	0.0%	-1%	1
O=C(NCc1cccc(Cl)c1)c1ccc(-c2csnn2)cc1	-3	-2%	0%	7%	·	-13%	-1%	?	-0.4%	0%	7
CCOc1ccccc1C(=O)N(C)Cc1cc2ccccc2[nH]c1=O	3	1%	-1%	-19%	-2%	3%	-6%	-1%	-0.1%	0%	-14
O=C(COC(=O)c1cc(-c2ccccc2)nc2ccccc12)NC1CC1	·	-7%	·	-16%	·	2%	-4%	-4%	0.0%	·	9
COc1ccc(NC2c3ncccc3C(=O)N2Cc2ccccc2)c(OC)c1 (centres undefined)	0	2%	-1%	-15%[7.66 µM]	0%	-25%	-5%	-21%	0.0%	-6%	10
Cc1nc(SCC(=O)N(C)C2CCS(=O)(=O)C2)c(C#N)c(C)c1C (centres undefined)	·	16%	·	5%	·	-2%	4%	3%	0.3%	·	-11
Cc1ccc(OCCC(=O)Nc2ccc(C)c(S(=O)(=O)N3CCOCC3)c2)cc1	·	-6%	·	18%	·	2%	-3%	-1%	-0.3%	·	3
Oc1ccc(C=Nc2ccc3ncccc3c2)c(O)c1	-52*	·	-8%	·	?	0%	·	?	11%	2%	·
